Screening results (PubChem BioAssay)
Mm-Cpn inhibitor: blocks the Methanococcus maripaludis chaperonin Mm-Cpn; purified Mm-Cpn ATPase, ADP Transcreener TR-FRET; Potency, µM (doses to about 76.9 µM), for the others: at the highest dose activity, negative = inhibition, hits mostly inhibitors; actives 0.031% (n = 330,000); AID 504842; note: potency is the fitted concentration of half-maximal effect; % is set by controls: 0 for no effect and ±100 for the full control effect; nearly all actives have a fitted effect of over 80% in size
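ATPase turnover read by TR-FRET ADP competition (Eu cryptate antibody/ADP-d2, 665/590 nm): 10uM ATP final, 25nM Mm-CPN final, 30 min 37degC after 10-min compound preincubation, pH 7.4 Tris/KCl/MgCl2/DTT buffer.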
pAkt inh: blocks phosphorylation of Akt; Neuro2A IGF-stimulated pAkt S473 HTRF, 20 min; stronger effect = lower value; activity change, % for hits at 50 µM; actives 0.32% (n = 360,000); in the data active = activity change below about -80%; inconclusive = mostly about -51% to -80%; note: % is set by controls: 0 for no effect and ±100 for the full control effect
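Neuro2A cells (4,500/well, DMEM with 0.5% FBS) were treated with compound at a single 50 µM final concentration, stimulated with 6 nM IGF for 20 min at 37 °C, and lysed. Phospho-Akt Ser473 was read by HTRF as 665/615 ratio ×10^4.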
aSyn yeast inh: rescues yeast growth from alpha-synuclein toxicity | Potency, µM (series often up to 46.1 µM), without a hit: at the top dose growth rescue (activation), actives largely listed as activators | Yeast expressing alpha-synuclein, growth rescue, BacTiter-Glo, 24 h | actives 0.14% (n = 370,000) | AID 652106; note: potency is the fitted concentration of half-maximal effect; % of control where 0% means no effect; nearly all actives have a fitted effect of over 65% in size
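Galactose-induced alpha-syn yeast (OD600=0.02, raffinose-pregrown) + pinned cpd, 24 hr, 30 deg C; growth by BacTiter-Glo luminescence. Growth restoration scores as activation.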
PTHR1 ag: activates the human parathyroid hormone receptor PTHR1; HEK293 GP2 PTHR1 cells, GloSensor cAMP luminescence, 1 h; actives 0.075% (n = 410,000); Potency, µM (series often up to 115 µM), without a hit: at the top dose activation, actives largely listed as activators; note: potency is the fitted concentration of half-maximal effect; nearly all actives have a fitted effect of over 55% in size; some results filed as inactive show a strong effect at the top dose; inactives centre near -15; many of its hits are not listed in these tables
Target sequence (Q03431 whole entry, looked up): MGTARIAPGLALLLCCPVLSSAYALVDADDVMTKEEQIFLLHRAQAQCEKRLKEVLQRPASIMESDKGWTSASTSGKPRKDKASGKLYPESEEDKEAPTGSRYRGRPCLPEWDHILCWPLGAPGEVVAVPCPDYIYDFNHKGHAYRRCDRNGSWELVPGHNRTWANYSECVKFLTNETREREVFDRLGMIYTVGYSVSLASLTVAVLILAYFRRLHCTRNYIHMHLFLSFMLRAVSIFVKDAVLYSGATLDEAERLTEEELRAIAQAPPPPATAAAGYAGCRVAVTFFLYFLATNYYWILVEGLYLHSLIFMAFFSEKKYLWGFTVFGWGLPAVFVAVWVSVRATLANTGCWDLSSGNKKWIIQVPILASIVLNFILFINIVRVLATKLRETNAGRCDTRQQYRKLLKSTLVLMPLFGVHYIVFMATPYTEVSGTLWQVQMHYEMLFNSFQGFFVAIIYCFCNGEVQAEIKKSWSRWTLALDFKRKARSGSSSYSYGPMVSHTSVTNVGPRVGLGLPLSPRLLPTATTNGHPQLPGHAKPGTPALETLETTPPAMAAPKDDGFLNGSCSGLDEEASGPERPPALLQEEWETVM
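HEK-293-derived GP2 cells expressing PTHR1 and a GloSensor cAMP reporter, 3,000/well, plated overnight, given luciferin plus IBMX (each 0.5 mM as added) for 1 h at 37 °C, then compound for 1 h at 37 °C. Luminescence was read after 15 min at room temperature.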
GLP-1R inv ag: inverse agonists of human GLP-1 receptor; P43220; HEK293 GLP-1R CRE-luciferase, luminescence, 24 h; GLP-1R form is constitutively active; actives 1.6% (n = 410,000); Potency, µM (series often up to 38.3 µM), inactives show at the top dose activity change, negative = inhibition, most hits filed as inhibitors; note: potency is the fitted concentration of half-maximal effect; % is set by controls: 0 for no effect and ±100 for the full control effect; nearly all actives have a fitted effect of over 55% in size
Target sequence (P43220 whole entry, looked up): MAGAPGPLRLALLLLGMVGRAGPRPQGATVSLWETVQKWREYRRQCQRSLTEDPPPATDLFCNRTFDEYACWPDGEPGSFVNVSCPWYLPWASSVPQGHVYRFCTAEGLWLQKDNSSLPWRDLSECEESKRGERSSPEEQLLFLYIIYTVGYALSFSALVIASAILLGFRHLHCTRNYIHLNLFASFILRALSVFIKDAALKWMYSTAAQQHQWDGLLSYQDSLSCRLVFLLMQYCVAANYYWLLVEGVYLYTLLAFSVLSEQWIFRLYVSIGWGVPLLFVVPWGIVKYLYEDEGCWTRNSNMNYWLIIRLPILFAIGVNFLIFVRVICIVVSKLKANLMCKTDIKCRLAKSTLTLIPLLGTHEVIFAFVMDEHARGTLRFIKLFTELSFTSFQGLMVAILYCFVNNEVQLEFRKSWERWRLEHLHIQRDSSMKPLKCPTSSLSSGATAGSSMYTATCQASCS
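qHTS in 1536-well format: reporter HEK293 cells expressing constitutive GLP-1R activity in DMEM + 10% Nu serum, 24 hr with compounds at 37 deg C, luminescence read after 12 min with detection reagent.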
HEK293 tox: cytotoxicity in counter-screen for GLP-1R inverse agonists; actives 0.13% (n = 410,000); Potency, µM (series often up to 38.3 µM), for the others: at the top dose activity change, negative = inhibition, usual class: inhibitors; HEK293 cAMP-luciferase reporter cells, luminescence, 24 h; AID 624418;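 note: loss of luciferase light is scored as toxicity; potency is the fitted concentration of half-maximal effect; % is set by controls: 0 for no effect and ±100 for the full control effect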
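1536-well qHTS counterscreen of the MLSMR; 200 cells/uL, 12 h pre-incubation, 23 nL cpd, 24 h at 37 deg C 5% CO2, luciferase detection reagent, 12 min RT, luminescence. Inhibition = undesired.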
Abeta yeast res: restores growth of yeast expressing A-beta42 peptide; Potency, µM (series often up to 46.1 µM), for inactives: top-dose growth rescue, most hits filed as activators; actives 0.063% (n = 410,000); yeast expressing A-beta42, growth rescue, OD600, 48 h; response scale: 0% DMSO, 100% iron-clioquinol control; note: potency is the fitted concentration of half-maximal effect; nearly all actives have a fitted effect of over 55% in size
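Yeast A-beta toxicity model in growth medium with pinned compounds, 48 h at 30 C; growth read as absorbance at 600 nm. Normalized to FeCl3/clioquinol equimolar mix (positive) and DMSO (negative).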
TDP43 rescue: inhibitors of TDP-43 toxicity in yeast; TDP-43 expressing yeast growth rescue, BacTiter-Glo, 24 h; Potency, µM (series often up to 46.1 µM), for the others: at the top dose growth rescue (activation), most hits filed as activators; actives 1.8% (n = 410,000); AID 652104; note: potency is the fitted concentration of half-maximal effect; % of control where 0% means no effect; nearly all actives have a fitted effect of over 50% in size
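Galactose-induced TDP-43 yeast, OD600=0.02, compound pinned; 24 hr, 30 deg C; BacTiter-Glo luminescence for growth. Inhibitors of TDP-43 toxicity read as activators.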
FUS yeast rescue: FUS proteinopathy suppression in yeast | Potency, µM (series often up to 76.6 µM), without a hit: at the top dose growth rescue (activation), hits mostly activators | S. cerevisiae FUS-expressing, growth rescue, OD600, 24 h | actives 0.24% (n = 390,000) | AID 1347120;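 note: potency is the fitted concentration of half-maximal effect; plate controls were DMSO vehicle for no effect and reference control for full effect; nearly all actives have a fitted effect of over 55% in size; some results filed as inactive show a strong effect at the top dose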
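Steps: raffinose overnight preculture; dilution to OD 0.005 in 2% galactose minimal medium; compound addition (concentration series); 24hr at 30C, 99% humidity; absorbance read at 600 nm.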
The depositor's hits bear a star; i = inactive; ? = inconclusive; / = no result given; [ ] = another dose, or the depositor's remark. Unless noted, calls come from the whole dose curve; as a rule, active = well fitted curve in the direction sought with a large enough effect; inconclusive = small, poorly fitted or top-dose-only effect, or another doubt; inactive = no such curve, though single readings can be large; an effect the other way counts as inactive or inconclusive. An excerpt; the hit share may differ from the screen's.

SMILES	Mm-Cpn inhibitor	pAkt inh	aSyn yeast inh	PTHR1 ag	GLP-1R inv ag	HEK293 tox	Abeta yeast res	TDP43 rescue	FUS yeast rescue
COc1ccc2oc3c(c2c1)NC(=O)CN=C3c1ccccc1	0%	i	0%	-23%	-6%	-19%	-3%	-3%	-8%
CCOc1cccc(=NC2CCCCC2)c2c(C)[nH]c(C)c12	0%	i	-9%	-92%[inhibitor]	?	?	-7%	-7%	20%
CN1CCCN(c2ccc([N+](=O)[O-])nc2)CC1	3%	i	-7%	i	1%	?	10%	-11%	1%
Oc1ccc(CCN2CCCCC2)cc1	/	i	2%	i	-24%	-2%	6%	-6%	-13%
O=C(Cn1c(=O)c(C(F)(F)F)nc2ccccc21)N1CCC2(CC1)OCCO2	-4%	i	0%	i	0%	-11%	-21%	-10%	16%
COc1ccc2nc(NC(=O)c3nc(S(=O)(=O)Cc4cccc(C)c4)ncc3Cl)sc2c1	/	/	/	-32%[inhibitor]	?	?	-1%	34%	16%
COC(=O)C1=C(c2cccc(C#N)c2)C[C@@H]2CC[C@H]1N2C(=O)NCCOc1ccc(OC)cc1	-1%	i	1%	-16%	3%	-1%	-11%	0%	31%
O=C1NC(=O)C(=Cc2coc3ccccc3c2=O)C(=O)N1	1%	i	-13%	-9%	?	-32%	-92%[inhibitor]	-74%[inhibitor]	-2%
CC(NS(C)(=O)=O)c1nnc2n1-c1ccc(Br)cc1C(c1ccccc1Cl)=NC2 (stereo unspecified)	/	i	-4%	i	-1%	-4%	-15%	-27%	15%
Cc1cc(OCC(=O)N2CCC(C(=O)O)(c3ccccc3)CC2)c2c(C)cc(=O)oc2c1	0%	i	0%	10%	4%	2%	-18%	6%	-13%
Cc1ccc(C(O)(C(=O)OC(C)C)C(O)c2ccccc2)cc1 (stereo unspecified)	/	i	8%	2%	6%	4%	-7%	8%	-3%
O=[N+]([O-])c1ccc(-c2ccccc2)c([As](=O)(O)O)c1	1%	i	-6%	-28%	?	?	9%	9%	-31%
CN1C(=O)c2ccccc2NC(=O)[C@]12O[C@@H]2c1ccccc1	/	i	1%	2%	20%	3%	-14%	-24%	-10%
CCN1C[C@@]2(COC)C3[C@@H](OC)[C@H]4[C@@H]1[C@@]3(C1C[C@H]3[C@H](OC(C)=O)C1[C@]4(OC(C)=O)C[C@H]3OC)[C@@H](OC)C[C@H]2OC(C)=O (stereo partly specified)	/	i	-1%	i	8%	7%	-18%	7%	-1%
COC(=O)C1=C(c2ccc(-c3ccccc3)c(F)c2)C[C@@H]2CC[C@H]1N2C(=O)NCC1CC1	-5%	i	-1%	-25%	?	-7%	-12%	-29%	-12%
O=C(O)CN1C(=O)CN=C(c2ccccn2)c2cc(Cl)ccc21	2%	i	-5%	-17%	0%	13%	-33%[inhibitor]	-9%	-10%
Cc1nn(Cc2ccccc2Cl)c(Cl)c1C(=O)OCC(=O)NC(=O)NC1CCCCC1	0%	i	2%	-3%	-20%	0%	?	9%	/
Cc1ccc(SCC(=O)OCC(=O)N(CC(C)C)c2c(N)n(Cc3ccccc3)c(=O)[nH]c2=O)c(C)c1	-4%	i	6%	-25%	?	?	-4%	12%	37%
CN(C)C1C(=O)C(C(N)=O)=C(O)C2(O)C(=O)C3=C(O)c4c(O)cccc4C(C)(O)C3C(O)C12 (stereo unspecified)	-8%	i	0%	i	0%	1%	-13%	?	?
Cc1ccnc(NC(=O)CCCc2ccc(N(CCCl)CCCl)cc2)n1	/	i	-7%	i	-16%	2%	-7%	8%	11%
Clc1ccc(-c2nc3ccc(Cl)cn3c2CN2CCOCC2)cc1	-2%	i	-2%	i	?	-4%	5%	-17%	6%
Cc1[nH]c2ccccc2c1C(=O)C(=O)N1c2ccccc2CC1C (stereo unspecified)	-3%	i	14%	i	?	?	?	0%	19%
O=C1NC(=O)C(CCc2ccccn2)(Cc2cccc(Cl)c2Cl)C(=O)N1c1ccc(Br)cc1 (stereo unspecified)	1%	i	-2%	-32%	?	3%	-12%	-11%	/
O=C(Cn1ncc(Cl)c(Cl)c1=O)NCC1CCCCC1	?	i	5%	-25%	?	10µM*	0%	6%	/
COc1cc(OC)c([C@H]2C=C(C)[C@H]3C[C@@H]2C3(C)C)c(OC)c1	/	i	-12%	i	?	1%	-12%	-3%	-19%

Exported with each value named: part of the list above.
Oc1ccc(CCN2CCCCC2)cc1
- Mm-Cpn inhibitor: /
- pAkt inh: i
- aSyn yeast inh: 2%
- PTHR1 ag: i
- GLP-1R inv ag: -24%
- HEK293 tox: -2%
- Abeta yeast res: 6%
- TDP43 rescue: -6%
- FUS yeast rescue: -13%

O=C(Cn1ncc(Cl)c(Cl)c1=O)NCC1CCCCC1
- Mm-Cpn inhibitor: ?
- pAkt inh: i
- aSyn yeast inh: 5%
- PTHR1 ag: -25%
- GLP-1R inv ag: ?
- HEK293 tox: 10µM*
- Abeta yeast res: 0%
- TDP43 rescue: 6%
- FUS yeast rescue: /

New compounds follow:
SMILES	Mm-Cpn inhibitor	pAkt inh	aSyn yeast inh	PTHR1 ag	GLP-1R inv ag	HEK293 tox	Abeta yeast res	TDP43 rescue	FUS yeast rescue
CCCCn1c(O)c(C(C)=NC(Cc2c[nH]c3ccccc23)C(=O)OC)c(=O)[nH]c1=O (stereo unspecified)	0%	i	7%	-7%[57.5 µM]	-8%	4%	7%	18%	26%
Cc1cccc(CN2CCc3nc(N4CCN(c5ccccn5)CC4)ncc3C2)c1	/	/	/	-82%[inhibitor]	?	1%	-26%	6%	10%
CCOCCCNC(=O)C1c2cc(OC)c(OC)cc2C(=O)N2CCCCC12 (stereo unspecified)	-1%	i	2%	i	-6%	?	2%	7%	1%
Cc1ccc2c(c1)C1CN(C)CCC1N2C(=O)Cn1cnc2c1c(=O)n(C)c(=O)n2C (stereo unspecified)	0%	i	-7%	i	1%	-4%	0%	-10%	2%
COC(=O)C1=C(c2ccc(Cl)c(C(F)(F)F)c2)C[C@@H]2CC[C@H]1N2C(=O)N1CCC(C)CC1	-1%	i	-1%	-50%[inhibitor]	11%	-6%	2%	10%	?
Cc1cc(C=O)c(C)n1C1CC1	-1%	i	1%	i	27%	-4%	-5%	-2%	-16%
COc1cccc(NC(=O)CN(C)C(=O)c2ccccc2OCC(=O)Nc2cccc(C(F)(F)F)c2)c1	0%	i	2%	-46%[inhibitor]	?	?	-8%	-8%	14%
COc1ccc(OC)c(CN2CCCC(C(=O)c3sccc3C)C2)c1 (stereo unspecified)	-1%	i	-9%	-37%[inhibitor]	?	-4%	8%	10%	-19%
COC(=O)C1=C(c2ccc(S(C)(=O)=O)cc2)C[C@@H]2CC[C@H]1N2C(=O)NCC1CC1	/	i	0%	-23%	3%	-11%	-3%	9%	-19%
Cc1ccc(-c2ccc3c(c2)O[C@H](CN(C)C(=O)CC2CC2)[C@H](C)CN([C@@H](C)CO)S3(=O)=O)cc1	/	i	-3%	-11%	17%	15%	-11%	?	25%
CN1C2CCC1CC(OC(=O)c1cccc(O)c1)C2 (stereo unspecified)	/	i	-7%	i	?	-7%	-9%	9%	-7%
CCOc1cc(C=O)ccc1O	1%	i	8%	-20%	11%	2%	0%	18%	-12%
CN1C(=O)C2C[C@@]3(Br)c4ccccc4N(OOSc4ccccc4)[C@H]3N2C(=O)[C@@H]1Cc1ccccc1 (stereo partly specified)	/	i	8%	-71%[inhibitor]	?	2%	11%	0%	?
O=C(NN=Cc1ccc(N(CCCl)CCCl)cc1Cl)c1cccnc1	/	i	-1%	-54%[inhibitor]	?	?	-4%	-3%	/
COC(=O)C1=C(c2ccc(OCc3ccccc3)cc2)C[C@@H]2CC[C@H]1N2C(=O)NCc1ccc(N(C)C)cc1	-1%	i	-5%	-71%[inhibitor]	?	-3%	7%	24%	7%
CC(=NCCCN1CCOCC1)c1c(O)n(-c2ccccc2C)c(=O)[nH]c1=O	1%	i	-12%	i	11%	-11%	-5%	-15%	27%
CN(C)C(=O)Oc1cccc(OCc2n(C)c3ccccc3[n+]2C)c1	-1%	i	-12%	i	3%	3%	2%	-13%	12%
COC(=O)C1=C(c2cccc(OCc3ccccc3)c2)C[C@@H]2CC[C@H]1N2C	/	i	8%	i	-24%	0%	13%	0%	5%
CC1(C)CN=C(NCc2ccccc2Cl)S1	-1%	i	3%	i	0%	?	0%	-18%	0%
Cc1ccc([C@H]2N[C@]3(CCCN(Cc4ccc(C(F)(F)F)cc4)C3=O)[C@H]3C(=O)N(Cc4ccccc4)C(=O)[C@@H]23)cc1	/	i	-5%	-19%	?	-2%	10%	3%	?
Cc1ccc(O)c(C(=O)c2cc(C(=O)NCc3ccccc3)c(=O)n(Cc3ccccc3)c2)c1	0%	i	2%	-1%	-4%	7%	-8%	-13%	/
CC(=O)N1CC(=O)Nc2ccc(Cl)cc2C1c1ccccc1 (stereo unspecified)	2%	i	-4%	-10%	22%	2%	-6%	-3%	-1%
COC(=O)C1=C(c2c(C)noc2C)C[C@@H]2CC[C@H]1N2C(=O)NCCO	0%	i	-1%	i	13%	-18%	5%	1%	-18%
CCCCn1c(=O)c(C(=O)NCc2ccncc2)c(O)c2ccccc21	1%	i	-6%	i	?	-11%	-33%[inhibitor]	-32%[inhibitor]	1%
CCN1CCOC(c2ccccc2)C1 (stereo unspecified)	/	i	2%	i	9%	0%	4%	5%	/
CCCCN1C(=O)NC(=O)C2(Cc3cc(C)ccc3N(C)C2)C1=O (stereo unspecified)	-1%	i	-9%	i	5%	-5%	4%	-25%	3%
